Screening data deposited in PubChem BioAssay by several laboratories.
TWEAK Fn14 block: blocks TWEAK-Fn14 interaction in a reporter cell assay. TWEAK-stimulated Fn14 reporter cells, luciferase luminescence, 8 h. inhibition, % at 10 µM. 360,000 compounds, 2% hits; in the data active means inhibition above about 50%
HIF-2a inh: inhibitors of HIF-2a. 786-0 RCC cells HIF-2a reporter, luciferase luminescence, overnight. inhibition, % at 18.8 µM. AID 624352. 360,000 compounds, 0.72% hits;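 active means inhibition of the luminescence signal of 40% or more relative to plate controls, in a single-dose primary screen at 18.75 µM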
Peg3 prom inh: reduces Peg3 promoter-driven luciferase expression in HeLa; inhibition, % at 20 µM; AID 588405; 360,000 compounds, 1.7% hits; HeLa PEG-Prom luciferase reporter, luminescence, overnight;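 active means inhibition of at least 50% at 20 µM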
iPSC survival up: hiPSC single-cell survival enhancement; survival enhancement, % at 20 µM; 360,000 compounds, 0.044% hits; AID 602274; ATPlite luminescence; 100% = ROCK inhibitor wells, 0% = DMSO; in the data active means survival enhancement above about 18%;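 further: cells exposed to compounds for 16 hours before the ATP read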
Shn3 3UTR inh: reduces Shn3 3'UTR luciferase signal in osteoblasts. 360,000 compounds, 0.52% hits. inhibition, % at 12.5 µM. Clone20 osteoblast Shn3 3'UTR firefly luciferase, 24 h. AID 588674;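 active means mean inhibition of at least 75% with every replicate also reaching 75%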;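 further: 0% = median of neutral control wells and 100% = pilot-screen positive control compound; some compounds past the cut are filed as inactive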
TRPM1 prom inh: MITF TRPM1 promoter inhibition in SK-MEL-5 cells | inhibition, % at 12.5 µM | SK-MEL-5 TRPM1 promoter luciferase, 24 h | 330,000 compounds, 0.83% hits;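 active means mean inhibition across replicates of 60% or more, whatever share of single replicates reaches that level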; further: values of inactives mirror those of a sister screen read the other way
NR2E3 ag-1: agonists of human NR2E3 nuclear receptor; Q9Y5X4; CHO-S Gal4-NCOR/VP16-NR2E3 two-hybrid, luciferase; inhibition of corepressor binding, % at 3.98 µM; 360,000 compounds, 0.35% hits; AID 602229;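 active means inhibition above the mean of all tested compounds plus 3 SD, cut at about 70% in these data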;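 further: 0% = DMSO with NR2E3 transfected cells and 100% = cells lacking NR2E3 construct; higher means lower luciferase signal from less NR2E3 corepressor binding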
Target sequence (Q9Y5X4 whole entry, looked up, the tested form may be a part): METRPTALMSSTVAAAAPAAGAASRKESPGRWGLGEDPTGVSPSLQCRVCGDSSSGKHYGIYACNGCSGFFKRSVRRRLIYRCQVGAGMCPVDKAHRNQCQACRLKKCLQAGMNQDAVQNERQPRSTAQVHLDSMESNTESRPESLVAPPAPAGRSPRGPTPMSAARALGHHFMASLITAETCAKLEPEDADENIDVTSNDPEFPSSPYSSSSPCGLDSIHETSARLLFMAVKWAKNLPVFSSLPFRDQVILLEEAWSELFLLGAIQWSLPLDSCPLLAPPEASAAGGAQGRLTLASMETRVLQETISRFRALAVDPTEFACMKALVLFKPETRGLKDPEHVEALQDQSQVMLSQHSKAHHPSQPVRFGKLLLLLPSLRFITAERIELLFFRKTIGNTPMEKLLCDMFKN
aDG glyco act: alpha-DG glycosylation activation. AID 624168. activation, % at 10 µM. 360,000 compounds, 0.22% hits. Pro5-aDG cells, alpha-DG glycosylation AlphaScreen (IIH6); 0% Pro5, 100% B10-LARGE cell signal;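 active means activation of at least 8% versus controls, or a plate z-score of at least 8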;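 further: Pro5 are CHO cells carrying HIG-tagged alpha-DG that lacks glycosylation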
NR2E3 ag-2: agonists of human nuclear receptor NR2E3; Q9Y5X4; GST-NR2E3/biotin-RetCOR TR-FRET, 1536-well; inhibition of corepressor binding, % at 4.78 µM; 320,000 compounds, 0.12% hits; AID 2300;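 active means percent inhibition above the cutoff of mean plus 3 SD of all tested compounds, set per screening campaign, cut at about 20% in these data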;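 further: 0% = DMSO wells and 100% = biotin wells as full block of FRET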
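Test system: GST-NR2E3 and biotin-RetCOR proteins | Quantity: 1.35 nM GST-tagged NR2E3 final | Medium: Tris pH 7.5 | Also added: 7 nM biotin-RetCOR | Dosing: Compound at 4.8 µM, single dose | Timing: 5 h at 4 °C | Detection: Time-resolved FRET | Read-out basis: Percent inhibition | Benchmarks: Biotin wells as high control, 0.6% DMSO wells as low control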
CF NFkB inh: blocks PAF-induced NF-kB reporter in cystic fibrosis cells | KKLEB NF-kB-GFP reporter, GFP fluorescence overnight | inhibition, % at 5 µM | 360,000 compounds, 0.86% hits | AID 588850;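 active means at least 50% inhibition at 5 µM, scaled per plate between neutral and stimulator controls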;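 further: PAF is a Pseudomonas aeruginosa culture filtrate used as stimulus; plate controls were PAF-stimulated DMSO wells for no effect and unstimulated DMSO wells for full effect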
KKLEB cytotox: reduces viability of KKLEB cystic fibrosis airway cells | KKLEB CF airway cells viability, ATPlite luminescence, overnight; active compounds read low; cells stimulated with P. aeruginosa culture filtrate | activity change (cytotoxicity), % at 5 µM | 360,000 compounds, 0.36% hits;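 active means corrected activity change at or below -50% at 5 µM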
* hit, by the source's call.

Preview:
Results for CNC(=O)CSc1nnc(-c2cccs2)o1 ?
TWEAK Fn14 block: -7; HIF-2a inh: 6; Peg3 prom inh: -20; iPSC survival up: -1.3; Shn3 3UTR inh: -8; TRPM1 prom inh: -6; NR2E3 ag-1: -1; aDG glyco act: -0.3; NR2E3 ag-2: -4; CF NFkB inh: 5; KKLEB cytotox: 2

How did COc1ccc(-c2cn[nH]c2-c2ccc(OCc3ccccc3)cc2O)cc1OC do in these assays?
TWEAK Fn14 block: 40; HIF-2a inh: 17; Peg3 prom inh: 24; iPSC survival up: -0.4; Shn3 3UTR inh: 27; TRPM1 prom inh: 14; NR2E3 ag-1: 1; aDG glyco act: 0.8; NR2E3 ag-2: 0; CF NFkB inh: 26; KKLEB cytotox: -19

The whole of this part, previewed entries included:
Results for CNC(=O)CSc1nnc(-c2cccs2)o1 ?
TWEAK Fn14 block: -7; HIF-2a inh: 6; Peg3 prom inh: -20; iPSC survival up: -1.3; Shn3 3UTR inh: -8; TRPM1 prom inh: -6; NR2E3 ag-1: -1; aDG glyco act: -0.3; NR2E3 ag-2: -4; CF NFkB inh: 5; KKLEB cytotox: 2

How did COc1ccc(-c2cn[nH]c2-c2ccc(OCc3ccccc3)cc2O)cc1OC do in these assays?
TWEAK Fn14 block: 40; HIF-2a inh: 17; Peg3 prom inh: 24; iPSC survival up: -0.4; Shn3 3UTR inh: 27; TRPM1 prom inh: 14; NR2E3 ag-1: 1; aDG glyco act: 0.8; NR2E3 ag-2: 0; CF NFkB inh: 26; KKLEB cytotox: -19

How did COc1ccc2[nH]c3c(c2c1)CCN1C(=O)C(CC(=O)NCCc2ccccn2)C[C@H](C(=O)N2CCOCC2)[C@@]31C (some centres undefined) do in these assays?
TWEAK Fn14 block: 5; HIF-2a inh: 5; Peg3 prom inh: 0; iPSC survival up: 0.3; Shn3 3UTR inh: 0; TRPM1 prom inh: 3; NR2E3 ag-1: 16; aDG glyco act: 0.1; CF NFkB inh: -19; KKLEB cytotox: 8

How did CCSc1nnc(NC(=O)c2ccc(C)o2)s1 do in these assays?
TWEAK Fn14 block: -8; HIF-2a inh: -152; Peg3 prom inh: -112; iPSC survival up: 0.7; Shn3 3UTR inh: -33; TRPM1 prom inh: -21; NR2E3 ag-1: -80; aDG glyco act: -0.3; NR2E3 ag-2: 2; CF NFkB inh: 8; KKLEB cytotox: -5

Results for COc1ccc(Nc2c(-c3ccc(C)cc3)nc3cnccn23)cc1 ?
TWEAK Fn14 block: -20; HIF-2a inh: 7; Peg3 prom inh: 9; iPSC survival up: -0.3; Shn3 3UTR inh: 17; TRPM1 prom inh: -1; NR2E3 ag-1: -3; aDG glyco act: 0.3; NR2E3 ag-2: -1; CF NFkB inh: 10; KKLEB cytotox: -10

What do the screens show for `CS(=O)(=O)c1ccc2nc(NC(=O)Cc3ccccc3)sc2c1`?
TWEAK Fn14 block: 2; HIF-2a inh: -47; Peg3 prom inh: -22; iPSC survival up: -2.3; Shn3 3UTR inh: -14; NR2E3 ag-1: 6; aDG glyco act: 0.0; NR2E3 ag-2: 3; CF NFkB inh: -13; KKLEB cytotox: -10

How did CCCSc1nc2sc3c(c2c(=O)n1-c1ccc(OC)cc1)CCN(C)C3 do in these assays?
TWEAK Fn14 block: -19; HIF-2a inh: -16; Peg3 prom inh: -12; iPSC survival up: -0.8; Shn3 3UTR inh: 1; TRPM1 prom inh: -10; NR2E3 ag-1: -37; aDG glyco act: -0.1; CF NFkB inh: -3; KKLEB cytotox: 7

Results for Cc1ccc(S(=O)(=O)N2C[C@H]3C(=O)C[C@@H](c4ccccc4)N(S(=O)(=O)c4ccc(C)cc4)[C@H]3C[C@H]2c2ccccc2)cc1 ?
TWEAK Fn14 block: -10; HIF-2a inh: 12; Peg3 prom inh: 17; iPSC survival up: -0.9; Shn3 3UTR inh: 19; NR2E3 ag-1: 7; aDG glyco act: -0.3; CF NFkB inh: 0; KKLEB cytotox: 26

What do the screens show for `CC1=NN(C(=O)c2ccc(Cn3nc(C)c([N+](=O)[O-])c3C)o2)C(O)(C(F)(F)F)C1` (centres undefined)?
TWEAK Fn14 block: 0; HIF-2a inh: 9; Peg3 prom inh: 9; iPSC survival up: 1.9; Shn3 3UTR inh: -6; TRPM1 prom inh: 1; NR2E3 ag-1: -6; aDG glyco act: -0.2; NR2E3 ag-2: 1; CF NFkB inh: 3; KKLEB cytotox: 1

Results for COc1cc(OC)nc(-n2ncc(OC)c(Br)c2=O)n1 ?
TWEAK Fn14 block: 9; HIF-2a inh: 9; Peg3 prom inh: 6; iPSC survival up: 4.4; Shn3 3UTR inh: 2; TRPM1 prom inh: 0; NR2E3 ag-1: -5; aDG glyco act: -0.4; NR2E3 ag-2: -1; CF NFkB inh: -10; KKLEB cytotox: 2

Results for COc1ccc(-n2nnnc2-c2ccccc2)cc1 ?
TWEAK Fn14 block: 32; HIF-2a inh: -39; Peg3 prom inh: -9; iPSC survival up: -4.8; Shn3 3UTR inh: -3; TRPM1 prom inh: 25; NR2E3 ag-1: -48; aDG glyco act: 0.0; NR2E3 ag-2: 0; CF NFkB inh: 9; KKLEB cytotox: -15

Results for CCOc1ncccc1C(=O)N=c1sccn1C ?
TWEAK Fn14 block: 5; HIF-2a inh: -2; Peg3 prom inh: 0; iPSC survival up: -0.6; Shn3 3UTR inh: 1; TRPM1 prom inh: -2; NR2E3 ag-1: -18; aDG glyco act: 0.1; NR2E3 ag-2: 3; CF NFkB inh: -3; KKLEB cytotox: -4

How did CCc1ccccc1NC(=S)N1CCN(c2ccccn2)CC1 do in these assays?
TWEAK Fn14 block: 3; HIF-2a inh: 17; Peg3 prom inh: -3; iPSC survival up: 1.4; Shn3 3UTR inh: 17; TRPM1 prom inh: 1; NR2E3 ag-1: -4; aDG glyco act: 0.1; NR2E3 ag-2: 3; CF NFkB inh: 4; KKLEB cytotox: -2

Results for O=C1NCCN(Cc2c(F)cccc2Cl)C1CC(=O)N1CCCCO1 (centres undefined) ?
TWEAK Fn14 block: 13; HIF-2a inh: 25; Peg3 prom inh: 17; iPSC survival up: -0.2; Shn3 3UTR inh: 10; TRPM1 prom inh: 5; NR2E3 ag-1: 28; aDG glyco act: -0.1; NR2E3 ag-2: -3; CF NFkB inh: 1; KKLEB cytotox: 4

How did Cc1ccc(C)c(NC(=S)N2CCC(N(C)CC3CCCO3)CC2)c1 (centres undefined) do in these assays?
TWEAK Fn14 block: -5; HIF-2a inh: 10; Peg3 prom inh: 7; iPSC survival up: -1.9; Shn3 3UTR inh: 13; TRPM1 prom inh: -12; NR2E3 ag-1: 11; aDG glyco act: 0.6; NR2E3 ag-2: 2; CF NFkB inh: -4; KKLEB cytotox: -14

What do the screens show for `O=C(CN1CCN(Cc2ccc3c(c2)OCO3)CC1)Nc1ccc(F)cc1`?
TWEAK Fn14 block: -18; HIF-2a inh: -42; Peg3 prom inh: -29; iPSC survival up: -1.7; Shn3 3UTR inh: -7; TRPM1 prom inh: 6; NR2E3 ag-1: 20; aDG glyco act: 0.0; NR2E3 ag-2: 1; CF NFkB inh: -7; KKLEB cytotox: 4

Results for O=C1c2cccnc2C(=O)N1Cc1ccc(F)cc1S(=O)(=O)NCc1ccco1 ?
TWEAK Fn14 block: 28; HIF-2a inh: -3; Peg3 prom inh: 13; iPSC survival up: 0.1; Shn3 3UTR inh: 12; TRPM1 prom inh: 3; NR2E3 ag-1: -14; aDG glyco act: -0.1; NR2E3 ag-2: 5; CF NFkB inh: -8; KKLEB cytotox: 5

How did Cc1ccc(N(C(=O)Cc2cccs2)C(C(=O)NC2CCCCC2)c2ccccn2)cc1C (centres undefined) do in these assays?
TWEAK Fn14 block: -5; HIF-2a inh: -2; Peg3 prom inh: 9; iPSC survival up: -1.1; Shn3 3UTR inh: 0; TRPM1 prom inh: -13; NR2E3 ag-1: -2; aDG glyco act: 0.5; NR2E3 ag-2: 3; CF NFkB inh: -10; KKLEB cytotox: -3

Results for Oc1ccc(N2CCN(C(c3ccncc3)c3nnnn3C3CCCC3)CC2)cc1 (centres undefined) ?
TWEAK Fn14 block: -8; HIF-2a inh: 7; Peg3 prom inh: 8; iPSC survival up: 1.0; Shn3 3UTR inh: 2; TRPM1 prom inh: 4; NR2E3 ag-1: -20; aDG glyco act: 0.0; NR2E3 ag-2: 4; CF NFkB inh: 13; KKLEB cytotox: 3

How did COc1cc2c(cc1OC)C(C(=O)N1CCOCC1)C(c1cccs1)N(C)C2=O (centres undefined) do in these assays?
TWEAK Fn14 block: -23; HIF-2a inh: 12; Peg3 prom inh: 0; iPSC survival up: 5.7; Shn3 3UTR inh: 18; TRPM1 prom inh: 2; NR2E3 ag-1: -17; aDG glyco act: -0.2; NR2E3 ag-2: -1; CF NFkB inh: -10; KKLEB cytotox: 10

What do the screens show for `O=C(COc1ccc2c3c(c(=O)oc2c1)CCC3)NCC1CCC(C(=O)O)CC1` (centres undefined)?
TWEAK Fn14 block: -11; HIF-2a inh: 5; Peg3 prom inh: -15; iPSC survival up: 0.8; Shn3 3UTR inh: 5; TRPM1 prom inh: 6; NR2E3 ag-1: -24; aDG glyco act: 0.1; NR2E3 ag-2: 0; CF NFkB inh: -20; KKLEB cytotox: 21

Results for COc1ccccc1NC(=O)COC(=O)C1CC1 ?
TWEAK Fn14 block: 0; HIF-2a inh: 17; Peg3 prom inh: 16; iPSC survival up: 8.2; Shn3 3UTR inh: -3; TRPM1 prom inh: -1; NR2E3 ag-1: 3; aDG glyco act: 1.1; NR2E3 ag-2: -5; CF NFkB inh: 7; KKLEB cytotox: -3

Results for N#Cc1c(SCC(=O)OCc2ccccc2)nsc1SCC(=O)OCc1ccccc1 ?
TWEAK Fn14 block: 7; HIF-2a inh: 12; Peg3 prom inh: 1; iPSC survival up: 2.4; Shn3 3UTR inh: 2; TRPM1 prom inh: 6; NR2E3 ag-1: -26; aDG glyco act: -0.4; NR2E3 ag-2: 1; CF NFkB inh: 8; KKLEB cytotox: 7

How did O=C1OC(c2ccccc2)(c2ccc3cc(O)ccc3c2)c2ccccc21 (centres undefined) do in these assays?
TWEAK Fn14 block: 60*; HIF-2a inh: 40*; Peg3 prom inh: 79*; iPSC survival up: -0.6; Shn3 3UTR inh: 20; TRPM1 prom inh: 6; NR2E3 ag-1: 20; aDG glyco act: 0.2; CF NFkB inh: -1; KKLEB cytotox: -19

What do the screens show for `CCOc1ccccc1NS(=O)(=O)c1cc2c3c(c1)CC(=O)N3CCC2`?
TWEAK Fn14 block: 19; HIF-2a inh: 5; Peg3 prom inh: 5; iPSC survival up: -0.4; Shn3 3UTR inh: 2; TRPM1 prom inh: 11; NR2E3 ag-1: 4; aDG glyco act: -0.2; NR2E3 ag-2: 2; CF NFkB inh: -11; KKLEB cytotox: 1
